STAT1 inh – STAT1 signaling inhibitors, primary screen, cell-based, HTS, luciferase reporter; NIH 3T3 STAT1-luciferase reporter, IFN-gamma, luminescence; inhibition, % at 5.5 µM; 200,000 tested, 0.35% active; AID 920, 2007;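 active = inhibition above a set limit, the mean inhibition across all tested compounds plus 3 SD, cut at about 34% in these data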;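 note: 0% = IFN-gamma with DMSO and 100% = IFN-gamma with 300 µM nifuroxazide; values of inactives mirror those of a sister screen read the other way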
G6PDH counter – L. mesenteroides G6PDH inhibitors, counter-screen for G6PDH-coupled screening assays, biochemical, Leuconostoc mesenteroides enzyme; inhibition, % at 5 µM; AID 1020, 2008; 200,000 tested, 0.12% active; glucose-6-phosphate dehydrogenase [Leuconostoc mesenteroides]; Purified L. mesenteroides G6PDH, diaphorase/resazurin coupled fluorescence, 45 min; in the data active = inhibition above about 50%
STAT3 inh – IL-6 driven STAT3 reporter inhibitors, primary screen, U3A cells, luciferase, luminescence, MLSCN library; IL-6 STAT3-luciferase reporter; host cell line lacks STAT1; inhibition, % at 5.5 µM; 190,000 tested, 0.89% active;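 active = inhibition above the mean inhibition across all screened compounds plus 3 SD, cut at about 44% in these data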;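 note: 0% = DMSO only wells and 100% = 100 µM nifuroxazide control wells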
TLR4 MyD88 comp – inhibitors of TLR4-MyD88 association in cells, primary screen, cell-based, HeLa CL3-4, BLA complementation, FRET ratio | 200,000 tested, 0.18% active | AID 861, 2007 | inhibition, % at 8.4 µM | Toll-like receptor 4 (Homo sapiens) + Myeloid differentiation primary response protein … | HeLa CL3-4 TLR4/MyD88 BLA complementation; in the data active = inhibition above about 25%;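 note: 0% = vehicle and 100% = reference inhibitor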
Target sequence (O00206 whole entry, looked up): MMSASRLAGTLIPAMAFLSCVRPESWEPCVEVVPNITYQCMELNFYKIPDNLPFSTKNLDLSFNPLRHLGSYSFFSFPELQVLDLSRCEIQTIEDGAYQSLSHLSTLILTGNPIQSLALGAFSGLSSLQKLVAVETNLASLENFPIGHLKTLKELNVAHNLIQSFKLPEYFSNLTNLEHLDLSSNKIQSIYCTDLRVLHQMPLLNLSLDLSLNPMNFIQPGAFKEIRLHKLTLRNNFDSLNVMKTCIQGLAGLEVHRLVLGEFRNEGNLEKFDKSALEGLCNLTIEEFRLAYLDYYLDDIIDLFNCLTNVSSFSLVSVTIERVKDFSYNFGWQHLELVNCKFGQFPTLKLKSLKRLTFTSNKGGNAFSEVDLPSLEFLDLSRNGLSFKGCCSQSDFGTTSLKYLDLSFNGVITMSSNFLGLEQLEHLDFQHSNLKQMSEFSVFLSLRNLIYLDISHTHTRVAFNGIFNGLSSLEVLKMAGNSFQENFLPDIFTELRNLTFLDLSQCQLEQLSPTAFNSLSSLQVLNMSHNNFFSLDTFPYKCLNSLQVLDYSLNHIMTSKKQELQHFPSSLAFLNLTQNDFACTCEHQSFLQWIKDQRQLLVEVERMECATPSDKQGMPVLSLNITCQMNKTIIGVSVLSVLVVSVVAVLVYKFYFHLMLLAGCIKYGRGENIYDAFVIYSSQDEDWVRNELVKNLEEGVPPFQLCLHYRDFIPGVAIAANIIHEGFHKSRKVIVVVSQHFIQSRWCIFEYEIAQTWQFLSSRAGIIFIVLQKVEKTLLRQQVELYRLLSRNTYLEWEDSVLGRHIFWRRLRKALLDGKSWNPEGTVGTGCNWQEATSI
Target sequence (Q99836 whole entry, looked up): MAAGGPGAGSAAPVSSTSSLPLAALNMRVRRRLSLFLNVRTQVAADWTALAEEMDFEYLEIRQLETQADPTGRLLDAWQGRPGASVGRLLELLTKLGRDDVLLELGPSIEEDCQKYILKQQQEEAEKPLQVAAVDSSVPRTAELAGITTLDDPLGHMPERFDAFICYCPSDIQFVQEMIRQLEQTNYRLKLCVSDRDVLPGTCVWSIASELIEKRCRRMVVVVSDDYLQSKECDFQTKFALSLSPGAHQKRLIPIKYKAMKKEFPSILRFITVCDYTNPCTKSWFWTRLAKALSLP
STAT1 act – STAT1 signaling activators, primary screen, cell-based, HTS, luciferase reporter; NIH 3T3 STAT1-luciferase reporter, IFN-gamma, luminescence; 100% = IFN-gamma alone, no compound; activation (% of control), % at 5.5 µM; 200,000 tested, 2.6% active; AID 932, 2007;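 active = activation above the screen-wide mean activation plus 3 SD, cut at about 130% in these data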;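 note: raw ratio to IFN-gamma control signal so 100% means no change and 0% no light; values of inactives mirror those of a sister screen read the other way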
Diaph act CS – compounds boosting diaphorase resazurin reduction – biochemical, uHTS, resorufin fluorescence, counter-screen for diaphorase-coupled primary assays, primary screen; activation factor at 20 µM; 190,000 tested, 0.005% active; AID 1229, 2008; Diaphorase/resazurin coupled assay, 16 min; stronger effect = higher value; 1 = vehicle wells, 0 = NADH-free wells;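 active = diaphorase activity raised at least twofold by the compound at 20 µM; inactive = activation factor below 2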
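System – purified diaphorase enzyme from Clostridium kluyveri · Input – enzyme 0.07 U/mL final · Also added – final NADH 0.114 mM, resazurin 0.1 mM · Measured by – fluorescence of resorufin, 544 nm excitation, 590 nm emission · Timing – 16 min enzyme reaction, ambient temperature · Measure – resorufin increase flagging diaphorase activators or reducers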
STAT3 activator – IL-6 driven STAT3 reporter potentiators, primary screen, U3A cells, luciferase, luminescence, MLSCN library | IL-6 STAT3-luciferase reporter; 100% = signal with IL-6 EC80 alone | activation (% of control), % at 5.6 µM | 190,000 tested, 0.91% active | AID 871, 2007;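 active = activation above the screen-wide mean of compound activation plus 3 SD, cut at about 130% in these data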;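 note: 0% = background luminescence of wells with medium and substrate only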
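Test system: STAT3-luciferase reporter U3A cells; Detection: reporter luminescence signal; Times: 1 h compound pre-exposure, 6 h IL-6 stimulation, 37 °C; Benchmarks: IL-6-only high control; Also added: IL-6 stimulus at 33 ng/mL final.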
Hsp70 act – Hsp70 transcriptional activators, primary screen, cell-based, HeLa, Hsp70 promoter luciferase, luminescence, 10 µM. activation, % at 10 µM. HeLa Hsp70 promoter luciferase reporter; scaled: vehicle 0, proteasome-inhibitor control 100%. AID 1203, 2008. 200,000 tested, 0.04% active;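 active = activation above the mean across all tested compounds plus 3 SD, cutoff set per campaign, cut at about 5.5% in these data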;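 note: 100% = MG132 at 30 µM as the positive control and 0% = DMSO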
Diaph inh CS – diaphorase inhibitors and chemical oxidizers, primary screen, counter-screen for diaphorase-coupled primary assays, biochemical, uHTS, resorufin fluorescence. inhibition, % at 20 µM. 190,000 tested, 0.69% active. diaphorase resazurin-to-resorufin fluorescence, NADH, 16 min; bacterial (C. kluyveri) enzyme, not human;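 active = primary screen inhibition at 20 µM above a set limit, cut at about 50% in these data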;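 note: plate controls were DMSO with full reaction for no effect and wells lacking NADH for full effect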
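Test system: diaphorase enzyme from Clostridium kluyveri; amount: diaphorase at 0.14 U/mL in enzyme working solution; detection: fluorescence of resorufin formed from resazurin, Ex 544/Em 590 nm; times: reaction incubation of 16 min at room temperature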
APP transl inh – inhibitors of APP translation via 5'UTR reporter, primary screen, APP 5'UTR luciferase, SH-SY5Y cells. 190,000 tested, 0.82% active. SH-SY5Y APP 5'UTR-luciferase reporter, luminescence. inhibition, % at 2 µM;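 active = inhibition above a set limit, derived from the sample mean plus 3 SD, cut at about 45% in these data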; note: values of inactives mirror those of a sister screen read the other way
Numbers without * were called inactive; / = no result given. Compounds were not picked by outcome; any-hit rate near 6.1%.

Order of results – STAT1 inh | G6PDH counter | STAT3 inh | TLR4 MyD88 comp | STAT1 act | Diaph act CS | STAT3 activator | Hsp70 act | Diaph inh CS | APP transl inh
- O=C(COC(=O)c1cccc(Cl)c1)NCCN1C(=O)CSC1=O
→ -6 | -4 | 1 | -27 | 105 | 0.9 | 100 | -0.1 | 6 | 7
- CCN(CC)c1ccc(/C=N/NC(=O)c2ccc(Br)o2)cc1
→ -42 | 5 | -7 | -2 | 138* | 0.9 | 107 | 0.3 | 7 | -96
- O=C(O)c1ccc2c(=O)n3c(nc2c1)/C(=C/c1cccc(Cl)c1Cl)CCCC3
→ 4 | -11 | 13 | -7 | 96 | 1 | 87 | -0.1 | 2 | 5
- Cc1ccccc1CC1(CO)CCCN(C(=O)c2ccc3ncccc3c2)C1 (centres undefined)
→ -1 | 9 | -5 | 1 | 101 | 1 | 104 | -0.3 | 2 | -2
- COc1cccc(-c2ccc(SCC(=O)N3CCc4ccccc43)nn2)c1
→ 13 | -19 | 15 | -3 | 88 | 0.8 | 90 | -0.4 | 18 | -4
- CCc1nc(SCC(=O)Nc2cc(C)on2)c2c(C)c(C)sc2n1
→ -1 | 12 | 7 | -3 | 101 | 1 | 97 | -0.3 | 2 | -2
- O=C1COc2ccc(-c3n[nH]c(=O)c4ccccc34)cc2N1
→ 2 | -6 | 30 | 1 | 97 | 1 | 82 | -0.2 | 3 | 25
- COC(=O)c1sccc1NC(=S)N1CCN(C)CC1
→ 8 | 4 | -8 | -9 | 91 | 0.9 | 107 | 0.0 | 12 | -6
- COc1ccccc1NC(=O)Cn1c2ccccc2c2nc3n(c(=O)c21)CCS3
→ 13 | 2 | 9 | 0 | 87 | 0.9 | 101 | -0.2 | 9 | -15
- CC(=O)N(C)C1(c2nnnn2CCOC(=O)Nc2cccc3ccccc23)CCCC1
→ 1 | -26 | 0 | 3 | 99 | 0.9 | 104 | -0.3 | 11 | -1
- COc1ccsc1C(=O)Nc1ccc(F)cc1F
→ -7 | 6 | -2 | -5 | 106 | 1 | 104 | 0.2 | 4 | -15
- CC(=O)NCCn1c(SCC(=O)NCCC(C)C)nc2ccccc2c1=O
→ -3 | 4 | 6 | 3 | 103 | 1 | 98 | 0.2 | -1 | -27
- COc1cccc(NC(=S)NCCc2ccccn2)c1
→ -7 | 4 | 13 | -11 | 105 | 0.9 | 96 | -0.1 | 8 | 5
- CCC1(C)CC2(CCCN(CCC(=O)c3ccccc3)C2)CCO1 (centres undefined)
→ 5 | 6 | 22 | -13 | 94 | 1.1 | 86 | -0.3 | -6 | 12
- Cc1ccc(CN2CCN(/N=C/c3cc(Br)cc(Br)c3O)CC2)c(C)c1
→ 2 | 15 | -6 | -1 | 98 | 0.9 | 104 | -0.2 | 12 | -7
- O=C(NCCCO)Nc1ccc2nc(-c3ccco3)c(-c3ccco3)nc2c1
→ 1 | 29 | 5 | -1 | 101 | 0.4 | 97 | -0.4 | 60* | -1
- CCOC(=O)/C(C#N)=C\C1=C(N2CCCC2)CC(C)(CC)OC1 (centres undefined)
→ 4 | 6 | 3 | -8 | 95 | 0.9 | 100 | 0.2 | 7 | 40
- COc1ccc(C(=O)NNC(=O)C(=O)NC(C)c2ccccc2)cc1OC (centres undefined)
→ -6 | 3 | 3 | -2 | 104 | 0.9 | 99 | -0.3 | 9 | 4
- Cc1cccn2c(=O)c3cc(C#N)c(=NC(=O)c4ccncc4)n(CCCOC(C)C)c3nc12
→ -2 | 4 | 9 | 3 | 101 | 0.7 | 96 | 0.4 | 25 | -2
- CCc1c(C)nc(SCC(=O)N2CCc3ccccc32)[nH]c1=O
→ -1 | 15 | 12 | 5 | 101 | 0.8 | 90 | 0.3 | 17 | 8
- COc1ccc(OCC(=O)Nc2cccc(C(=O)Nc3ccccc3C(=O)O)c2)cc1
→ -3 | -3 | -6 | -6 | 103 | 0.9 | 104 | -0.3 | 13 | 2
- CC(C)Cn1c(CN2CCCCC2C)nc2c1c(=O)n(C)c(=O)n2C (centres undefined)
→ 3 | -1 | -2 | -7 | 97 | 0.9 | 106 | -0.3 | 9 | -14
- CCCNC(=O)COC(=O)c1ccc(S(=O)(=O)N2CCCCCC2)cc1
→ -1 | 2 | 2 | -5 | 101 | 0.9 | 100 | -0.1 | 9 | -5
- COc1ccc(NC(=O)c2cc(C)nc3ccccc23)cc1S(=O)(=O)Nc1ccccc1Cl
→ 3 | 3 | 9 | -2 | 97 | 0.8 | 95 | -0.4 | 21 | -29
- C/C(=N\NC(=O)COc1ccccc1[N+](=O)[O-])c1cccs1
→ -48 | 5 | -17 | 5 | 144* | 0.9 | 115 | 0.4 | 7 | -41
- CC(C)Oc1ccc(/C=N/NC(=O)c2ccc(N(Cc3ccccc3)S(C)(=O)=O)cc2)cc1
→ 4 | 10 | -10 | 1 | 97 | 0.8 | 113 | -0.3 | 17 | -1
- Nc1nonc1NC(=O)NN=C1CCCCC1
→ -7 | 5 | 14 | 0 | 106 | 0.9 | 91 | -0.5 | 11 | -10
- CC(C)(C)OC(=O)N/N=C\c1ccc(OC(=O)c2ccco2)cc1
→ -19 | -1 | 3 | 4 | 118 | 1 | 98 | 0.0 | 1 | -38
- COC(=O)c1[nH]c2ccc(Cl)cc2c1NC(=O)c1ccccc1[N+](=O)[O-]
→ 3 | -9 | -9 | 9 | 97 | 0.9 | 107 | -0.3 | 7 | 6
- Cc1nn(C(=O)/C(C#N)=C/N(C)C)c(C)c1C
→ -3 | 4 | 6 | -1 | 101 | 0.9 | 97 | -0.2 | 6 | 2
- Cc1ccc(OCCCCN(C)Cc2ccccc2)c(Br)c1
→ 2 | 5 | 5 | 3 | 98 | 0.9 | 97 | -0.4 | 8 | 4
- O=C(CCC(=O)Nc1ccccc1Cl)N/N=C/c1ccccc1
→ 7 | 3 | 20 | -4 | 94 | 1 | 86 | -0.3 | -2 | -13
- Cc1sc(N/N=C/c2cccnc2)nc1-c1ccccc1
→ 0 | 6 | 9 | -1 | 100 | 0.9 | 99 | 1.0 | 9 | -14
- COc1ccnc(-n2cccc2/C=N/O)c1C#N
→ -9 | 8 | 8 | 5 | 106 | 0.8 | 97 | -0.3 | 17 | -12
- CCC(=O)c1ccccc1OCCSc1nc(C)cc(=O)[nH]1
→ 0 | 6 | 6 | 3 | 100 | 0.8 | 96 | -0.5 | 19 | 16
- COc1ccc(C(=O)O)cc1S(=O)(=O)N(C)C
→ 2 | -3 | -6 | 7 | 97 | 1 | 106 | 0.3 | -3 | -26
- Cc1nn(-c2ccc(F)cc2)c(Cl)c1/C=C1\C(=O)Nc2ccccc21
→ 1 | 2 | -27 | 11 | 99 | 0.9 | 123 | -0.4 | 7 | 21
- COc1ccc(-c2cc(C(F)(F)F)nc(SCCC(=O)N3CCCC3)n2)cc1
→ 4 | 2 | 24 | 4 | 96 | 0.7 | 81 | -0.4 | 25 | -8
- Cc1ccc(NC(=O)CN(C)CC(=O)Nc2ccc(N3CCOCC3)cc2)cc1F
→ -13 | 4 | 0 | -10 | 108 | 0.9 | 104 | 0.0 | 9 | 4
- Cc1ccccc1NC(=O)c1ccc(S(=O)(=O)N(C)C)cc1
→ 0 | -6 | 7 | -7 | 100 | 0.9 | 102 | -0.2 | 6 | /
- N#Cc1ccsc1NC(=O)c1cccc([N+](=O)[O-])c1
→ 21 | 6 | 12 | 2 | 80 | 0.9 | 91 | -0.4 | 14 | -6
- COc1ccc(Cl)cc1NC(=O)c1cnc2sccn2c1=O
→ -3 | -39 | 1 | -4 | 104 | 0.8 | 99 | 0.0 | 20 | -20
- Cc1cnc(N2C(=O)c3ccc([N+](=O)[O-])cc3C2=O)s1
→ -9 | 4 | 4 | 2 | 105 | 0.9 | 100 | -0.4 | 13 | -19
- COc1cccc(CN(C(=O)Cc2c[nH]c3ccccc23)C(C(=O)NC2CCCCC2)c2ccc(C)o2)c1 (centres undefined)
→ -10 | 10 | -4 | -14 | 109 | 0.8 | 105 | -0.2 | 22 | -4
- O=C(N1CCOCC1)n1cnc2ccccc21
→ 0 | 4 | 4 | 5 | 101 | 0.9 | 100 | 0.1 | 8 | -17
- O=C(CSc1ccc2nnc(-c3ccccn3)n2n1)Nc1nccs1
→ 1 | 0 | 12 | 6 | 99 | 0.9 | 94 | -0.1 | 8 | 1
- O=C(NC(Nc1ncccn1)C(=O)c1ccccc1)c1ccccc1 (centres undefined)
→ 9 | -1 | -2 | 3 | 92 | 0.9 | 102 | 0.1 | 8 | 2
- COc1ccccc1NC(NC(=O)c1ccccn1)C(Cl)(Cl)Cl (centres undefined)
→ -8 | 9 | -18 | -19 | 107 | 0.8 | 117 | -0.2 | 16 | 6
- COc1ccc2c(C)nc(Nc3nc(C)cc(C)n3)nc2c1
→ 1 | -1 | -2 | -10 | 99 | 1 | 105 | -0.1 | -3 | -3
- CCOC(=O)Cc1nnc(NC(=O)COc2ccc(C)cc2)s1
→ 9 | 7 | 7 | -9 | 92 | 0.9 | 96 | 0.2 | 13 | 5
- CCN1C(=O)N/C(=C/c2cc(C)n(Cc3ccccc3)c2C)C1=O
→ -23 | 4 | -14 | 1 | 120 | 0.9 | 112 | -0.2 | 7 | -47
